Source: PubChem BioAssay
ADAM10 inh – inhibitors of human ADAM10; O14672; 370,000 tested, 0.62% active; inhibition, % at 7 µM; recombinant ADAM10, EDANS/DABCYL FRET peptide cleavage, 3 h; AID 720582;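 active = inhibition above a per-campaign cutoff equal to the mean of compounds falling between control-based bounds plus 3 SD, cut at about 20% in these data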;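 also: 0% = DMSO wells while the 100% control is not disclosed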
Target sequence (O14672 214-748 limits assumed): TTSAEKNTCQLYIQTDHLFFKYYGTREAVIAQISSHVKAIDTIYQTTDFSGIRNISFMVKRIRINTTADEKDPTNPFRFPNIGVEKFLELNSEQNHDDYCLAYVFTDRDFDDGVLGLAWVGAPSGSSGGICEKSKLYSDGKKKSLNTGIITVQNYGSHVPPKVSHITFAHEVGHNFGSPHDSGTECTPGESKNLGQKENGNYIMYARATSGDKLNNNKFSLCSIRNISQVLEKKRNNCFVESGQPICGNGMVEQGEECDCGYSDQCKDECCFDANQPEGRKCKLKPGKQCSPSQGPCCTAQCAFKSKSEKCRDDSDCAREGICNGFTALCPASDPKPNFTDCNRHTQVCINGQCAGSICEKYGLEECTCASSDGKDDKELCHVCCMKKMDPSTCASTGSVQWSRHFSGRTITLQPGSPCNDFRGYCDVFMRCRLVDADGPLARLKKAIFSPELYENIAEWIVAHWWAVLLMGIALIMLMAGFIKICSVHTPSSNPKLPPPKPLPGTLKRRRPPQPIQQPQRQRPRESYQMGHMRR
FXN GAA850 act – frataxin GAA850 promoter activation | HEK293 lucGAA850 FXN promoter luciferase reporter, 24 h; percent of 10 µM SAHA response | activation, % at 6 µM | 360,000 tested, 0.56% active | AID 540364;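 active = activation above the average of all compounds screened plus 3 SD, cutoff fixed separately per campaign, cut at about 7.5% in these data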;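 also: 0% = DMSO wells and 100% = 10 µM SAHA wells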
hcDAF12 agonist – activators of H. contortus DAF-12 nuclear receptor; HEK293 hcDAF-12 lit1-tk-luc reporter, luminescence; 0% DMSO, 100% Δ7-dafachronic acid; activation, % at 6.8 µM; 370,000 tested, 1.4% active; AID 652067;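 active = activation above the mean of all tested compounds plus 3 SD, cut at about 5.5% in these data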;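 also: 100% = response to 3 µM Δ7-dafachronic acid high control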
hgDAF-12 ag – agonists of H. glycines DAF-12 nuclear receptor | HEK293 GAL4-hgDAF12 UAS-luciferase reporter, agonist luminescence; normalized to butyrate control | activation, % at 6.8 µM | AID 687014 | 370,000 tested, 1.8% active;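 active = activation above a cutoff set at the mean of all screened compounds plus 3 SD, cut at about 10% in these data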;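 also: 0% = DMSO wells and 100% = sodium butyrate wells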
PLCg1 inh – inhibitors of human phospholipase C gamma1. AID 720700. purified PLC-gamma1, fluorogenic substrate, fluorescence. P19174. inhibition, % at 12.2 µM. 370,000 tested, 0.84% active; in the data active = inhibition above about 9.5%
ssDAF-12 act – activators of S. stercoralis DAF-12 nuclear receptor | activation, % at 6.8 µM | 370,000 tested, 1% active | HEK293 ssDAF-12/GRIP1 lit1-tk-luc reporter, luminescence; % of 3 µM dafachronic acid response;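 active = activation above the mean over all tested compounds plus 3 SD, cut at about 0.9% in these data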;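 also: 0% = DMSO-only wells and 100% = 3 µM delta7-dafachronic acid wells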
ADAM17 inh – inhibitors of human ADAM17; P78536; recombinant ADAM17, EDANS/DABCYL FRET peptide cleavage; inhibition, % at 6.95 µM; 370,000 tested, 0.83% active;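 active = inhibition above the mean of compounds lying between control limits plus 3 SD, set per campaign, cut at about 8.5% in these data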;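 also: 0% = DMSO-only wells as the low control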
DAX1 inh-1 – inhibitors of human orphan nuclear receptor DAX1 (NR0B1); HEK293 Gal4-DAX1 luciferase reporter, luminescence; inhibition, % at 6.75 µM; 340,000 tested, 0.99% active; AID 504766;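 active = inhibition above the mean over all tested compounds plus 3 SD, cut at about 4.2% in these data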;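 also: 0% = DAX1-transfected cells with DMSO and 100% = empty-vector control cells with DMSO; inhibition shows as a rise in luminescence from relieved DAX1 repression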
PLCb3 inh – blocks human PLC-beta3 enzyme activity | inhibition, % at 12.2 µM | 370,000 tested, 0.18% active | Purified PLC-beta3, fluorogenic substrate, fluorescence; in the data active = inhibition above about 11%;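 also: 0% = median of compound wells on plate and 100% = full blocker control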
DAX1 inh-2 – blocks DAX1 repression of SF-1 activated StAR promoter. HEK293T StAR-luciferase reporter, SF-1/DAX-1 repression relief. inhibition, % at 6.8 µM. 370,000 tested, 1.1% active. AID 652010;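 active = inhibition above the mean over all tested compounds plus 3 SD, cut at about 3.6% in these data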;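 also: 0% = DAX-1 cells with DMSO and 100% = cells lacking DAX-1 with DMSO; higher inhibition means more luminescence from relief of DAX-1 repression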
sPLA2-III inh – Blocks human group III sPLA2 activity; Q9NZ20; QFRET BODIPY PC-A2 liposome hydrolysis, fluorescence; inhibition, % at 12.2 µM; 370,000 tested, 0.56% active;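 active = inhibition above mean plus 3 SD of compounds lying within the high and low control bounds, cut at about 19% in these data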;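 also: 0% = median of test compound wells and 100% = no enzyme DMSO wells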
Target sequence (Q9NZ20 whole entry, looked up): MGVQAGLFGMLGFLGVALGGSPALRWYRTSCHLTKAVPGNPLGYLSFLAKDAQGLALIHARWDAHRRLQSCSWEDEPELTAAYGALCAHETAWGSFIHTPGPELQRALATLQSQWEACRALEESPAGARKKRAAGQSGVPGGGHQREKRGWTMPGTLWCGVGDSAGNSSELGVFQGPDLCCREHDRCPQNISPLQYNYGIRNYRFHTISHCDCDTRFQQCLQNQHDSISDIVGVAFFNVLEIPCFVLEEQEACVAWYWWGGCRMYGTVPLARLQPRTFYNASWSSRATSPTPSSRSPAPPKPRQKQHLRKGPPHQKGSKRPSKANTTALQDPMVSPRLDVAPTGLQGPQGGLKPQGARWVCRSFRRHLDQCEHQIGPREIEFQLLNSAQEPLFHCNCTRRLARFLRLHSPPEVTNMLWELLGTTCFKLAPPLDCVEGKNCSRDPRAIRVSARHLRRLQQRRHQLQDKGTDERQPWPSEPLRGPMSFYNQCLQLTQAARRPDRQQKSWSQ
The depositor's hits bear a star; i = inactive; x = not tested or not shown.

cpd	SMILES	DAX1 inh-2	PLCb3 inh	ADAM17 inh	hcDAF12 agonist	sPLA2-III inh	PLCg1 inh	FXN GAA850 act	ADAM10 inh	hgDAF-12 ag	ssDAF-12 act	DAX1 inh-1
1	COCCn1c(N)c(N(Cc2ccccc2)C(=O)c2oc3ccccc3c2C)c(=O)[nH]c1=O	1.4	-4	-7	1.8	-2	-3	-1.8	-4	1.1	-0.6	0.1
2	O=S1(=O)CCC(N=Cc2ccc(-c3ccc(Cl)cc3)o2)C1 (stereo not given)	2.7	-6	-14	-0.6	10	-1	2.5	-33	5.8	0.4	2.0
3	Cc1cc(Cl)c(S(=O)(=O)NC2CCCC2)cc1OCC(=O)NC1CCCCC1	-2.9	3	-2	-4.1	-1	2	-5.6	-8	-3.4	-2.4	-4.2
4	Cc1ccc(-n2c(-c3ccc(Cl)cc3)c[n+]3c2CCC3)cc1	-1.4	-5	3	-4.0	6	0	0.1	-8	-7.8	-2.4	-1.7
5	CCOC(=O)NN=C1CCC(c2ccccc2)CC1 (stereo not given)	1.5	-6	0	-0.6	3	1	-1.0	1	4.4	-0.9	-0.1
6	Cc1ccc(NC(=O)CSc2nc(C)c(C)c(C)n2)cc1S(=O)(=O)N1CCOCC1	-1.2	1	-2	0.2	-11	-4	-0.6	-3	-0.4	-0.3	-0.4
7	O=C(Cn1c(=O)[nH]n(-c2ccccc2)c1=O)N1CCCc2ccccc21	0.3	-1	-8	1.6	1	1	-0.1	3	0.9	-0.3	-0.9
8	COc1ccc(C(=O)NC2CC(C)(C)NC(C)(C)C2)cc1OC	0.3	-2	-2	-0.1	3	2	-0.2	-4	2.3	-0.4	0.5
9	CCOC(=O)c1c(NC(=O)CSc2nc3ccccc3s2)sc(C)c1C	0.4	4	5	2.1	-35	8	3.6	13	2.6	-0.8	-0.7
10	Cc1ccc(S(=O)(=O)N(C)CCCC(=O)NC(C)(C)CO)cc1	0.3	4	-1	0.0	-2	-1	0.9	-6	-0.3	-1.0	2.2
11	Brc1c(C[n+]2ccccc2)nc2ccccn12	-0.6	-6	5	1.1	15	-5	-0.8	-5	0.6	-1.0	x
12	CCc1c(O)nc(SCC(=O)Nc2cc(C)on2)n(-c2ccccc2)c1=O	0.2	-12	-3	0.9	9	-5	0.6	-12	-2.3	0.0	0.0
13	C=CCOC(=O)C1=C[C@@H](c2ccccc2)[C@H](CCCO)[C@@H](OCC)O1	-0.4	2	1	0.6	-3	3	-2.2	1	2.8	-1.3	-0.2
14	O=C(NCCc1ccc(C(F)(F)F)cc1)C1CC(=O)N(c2ccc3c(c2)OCCO3)C1 (stereo not given)	-2.6	-6	3	0.9	3	4	-0.3	-7	3.1	-0.2	-0.5
15	O=C(NC(=S)Nc1ccc(NC(=O)c2cccs2)cc1)c1ccco1	-0.3	15*	3	-3.6	4	7	3.5	6	2.0	-1.8	-1.4

(continued)
cpd	SMILES	DAX1 inh-2	PLCb3 inh	ADAM17 inh	hcDAF12 agonist	sPLA2-III inh	PLCg1 inh	FXN GAA850 act	ADAM10 inh	hgDAF-12 ag	ssDAF-12 act	DAX1 inh-1
16	O=c1c(Cc2ccc(Cl)cc2)c(O)ccn1Cc1cccc(Cl)c1	0.6	-2	-2	-0.3	-2	3	-1.9	3	-1.3	-1.4	1.2
17	CC(C)C[C@H](NC(=O)c1nc[nH]c1C(=O)NCC(=O)OC(C)(C)C)C(=O)OC(C)(C)C	0.1	2	13*	-1.0	-4	1	-2.2	26*	-1.6	-1.2	-0.5
18	CCc1ccccc1N=C1S/C(=C/c2ccccc2OCC(=O)N2CCOCC2)C(=O)N1C	-1.3	2	1	-3.3	6	-1	1.3	2	-0.2	-1.2	-0.2
19	COc1cc(/C=N/N=C2/NC(=O)C(CC(=O)O)S2)ccc1OCc1cccc(Cl)c1 (stereo not given)	-0.5	-4	0	1.4	-8	3	3.6	10	1.8	-0.5	0.7
20	CCOC(=O)N1CCN(C(=O)CSc2nnc(-c3cccc(Cl)c3)o2)CC1	0.4	-2	-4	-1.1	5	-1	0.9	-14	-0.9	-1.4	2.0
21	COc1ccccc1NC(=O)NC1CC(=O)N(c2ccc3c(c2)OCCO3)C1 (stereo not given)	-1.0	-6	-2	-0.2	7	6	2.1	2	1.8	-1.4	-0.8
22	CCOC(=O)CCNC(=O)c1ccccc1Br	0.1	-1	-4	0.3	3	-4	-2.7	-4	1.9	-1.3	-0.7
23	Cc1ccc(NC(=O)CN(C)C(=O)CN2C(=O)NC(C)(c3ccccc3)C2=O)cc1 (stereo not given)	-0.7	2	-5	-1.7	-3	-1	-1.2	-3	0.3	-0.8	0.3
24	O=C(Nc1ccc2c(c1)OCCO2)C1c2ccccc2OCC(=O)N1Cc1ccc2c(c1)OCO2 (stereo not given)	0.1	-2	-4	-0.8	1	-5	x	-13	-1.2	-0.8	x
25	COc1cc(-c2nnco2)cc(OC)c1OC	0.1	1	-3	-1.3	3	-1	x	2	2.8	-1.2	x
26	O=S(=O)(Cc1ccccc1Cl)CC(O)COc1ccccc1Cl (stereo not given)	-0.7	5	2	-1.2	-7	3	2.9	14	-1.4	-1.2	-0.4
27	COC(=O)Cc1c(C)nc2nc(-c3ccccc3)[nH]n2c1=O	0.1	0	-2	-0.5	1	4	0.4	7	0.5	-1.4	1.6
28	CSc1ccc(Cn2c(C)c(C(=O)NCc3ccc(C(C)C)cc3)sc2=O)cc1	-0.5	-1	-1	-1.3	-7	-3	0.1	-5	-0.7	-1.5	x
29	CC(C)(C)NC(=O)C(c1cccnc1)N(C(=O)c1cnco1)c1ccc(C(C)(C)C)cc1 (stereo not given)	x	-2	-7	-2.3	-5	1	x	-5	-4.9	-2.0	x
30	Cc1ccc(C(=O)C(=O)c2ccc(C)c(N)c2)cc1N	0.0	3	-6	-1.2	-3	0	-0.8	4	-1.4	-1.5	0.3

Next section.
cpd	SMILES	DAX1 inh-2	PLCb3 inh	ADAM17 inh	hcDAF12 agonist	sPLA2-III inh	PLCg1 inh	FXN GAA850 act	ADAM10 inh	hgDAF-12 ag	ssDAF-12 act	DAX1 inh-1
31	COc1ccc(C(CNCC(=O)Nc2ccccc2F)N(C)C)cc1 (stereo not given)	-0.2	0	0	-1.2	3	4	-0.8	8	-1.3	-1.1	-0.2
32	COc1ccccc1CC(=O)Nc1ccc(-c2noc(COc3ccc(Br)cc3)n2)cc1	0.3	0	3	-0.1	-7	1	-1.4	5	0.3	-1.6	-0.5
33	Cc1cc(-c2onc3ccc(Cl)cc23)ccc1O	-0.2	i	-5	6.2*	-13	i	-0.4	-9	6.9	0.1	-0.2
34	O=C(COC(=O)c1ccccc1O)Nc1ccc(OC(F)F)cc1	-0.8	-2	1	0.6	-3	0	0.3	8	1.8	-1.0	0.7
35	C=CCOCCN(C)C1=NS(=O)(=O)c2ccccc21	-0.2	-2	-3	0.1	0	6	-0.8	1	0.2	-1.5	-2.4
36	O=C(COC(=O)CCC(=O)c1ccc(F)cc1)Nc1ccc(F)cc1F	-0.2	-6	-6	0.3	1	2	-0.3	-3	3.0	-0.7	0.6
37	O=C(N/N=C/c1cccs1)c1ccc2ccccc2c1	1.5	-10	-5	1.0	1	-4	-4.7	-4	8.6	-0.7	0.9
38	COC(=O)C1(C(=O)OC)c2ccccc2CN(S(=O)(=O)c2ccc(C)cc2)C1CC(C)=O (stereo not given)	-1.6	1	0	-0.3	-2	0	x	0	-1.6	-0.3	x
39	CC(C)C[C@H](NC(=O)c1[nH]cnc1C(=O)N[C@@H](C)c1ccccc1)C(=O)OC(C)(C)C	0.4	-2	8	-0.8	-15	2	0.5	24*	-0.9	-1.1	1.0
40	CC(OC(=O)c1ccc(S(=O)(=O)NCc2ccco2)cc1)C(=O)Nc1ccc(Cl)cn1 (stereo not given)	0.2	5	-3	0.4	-2	5	0.8	8	0.6	-1.0	0.8
41	CSc1nnc(NC(=O)C2CCCCC2)s1	0.4	1	-4	0.5	-1	1	4.4	-6	2.2	-0.1	-0.5
42	CCc1c(C(=O)Nc2ccc(C)c(C)c2)[nH]c(C)c1C(C)=O	0.8	-9	3	-1.0	2	0	3.0	-7	5.4	-1.1	0.4
43	CC(=O)c1nn(-c2ccc(Br)cc2)cc1C(=O)c1ccco1	0.2	-1	-2	-1.8	4	0	-0.4	-3	-3.4	-1.5	-1.2
44	O=c1ccc(-c2ccc(S(=O)(=O)Nc3ccccc3Cl)o2)n[nH]1	-0.1	-7	-6	-0.1	3	0	-2.4	-3	0.9	-0.5	0.0
45	Cc1csc(-c2cc(C(=O)NCc3cc(C(F)(F)F)cc(C(F)(F)F)c3)n[nH]2)c1	1.1	-5	1	0.2	0	-6	-1.4	-4	-1.2	-1.1	x

Next compounds
cpd	SMILES	DAX1 inh-2	PLCb3 inh	ADAM17 inh	hcDAF12 agonist	sPLA2-III inh	PLCg1 inh	FXN GAA850 act	ADAM10 inh	hgDAF-12 ag	ssDAF-12 act	DAX1 inh-1
46	CCN(Cc1ccccc1)C(=O)CN1C(=O)COc2ccc(S(=O)(=O)N3CCCCCC3)cc21	-0.4	-10	-6	-0.6	-1	3	-0.3	0	-2.9	-0.9	-0.9
47	Cn1nc(CC(=O)Nc2ccc3c(c2)CCC3)c2ccccc2c1=O	-1.0	5	0	-1.7	1	5	-1.3	0	-3.0	-1.6	-2.4
48	CCCCC(=O)N=c1sc2c(OC)ccc(OC)c2n1C	-0.6	-6	-4	-1.7	-1	0	0.4	-1	0.7	-1.4	3.2
49	Cc1ccc(NC(=O)CN2C(=O)COc3ccc(S(=O)(=O)N4CCOCC4)cc32)cc1F	-0.3	-10	-4	-2.2	2	-1	-2.5	-2	-2.7	-0.5	0.1
50	CC[C@H](C)NC(=O)CCCCCn1c(=S)[nH]c2c([nH]c3ccc(OC)cc32)c1=O	-0.4	-1	-6	-0.7	4	-2	1.1	-11	1.0	-0.1	2.6
51	COC(=O)c1cc2c(c3c4cc(OC)ccc4n(C(=O)c4ccccc4)c13)C(=O)N(Cc1ccco1)C2	-4.1	-43	-2	-2.7	-7	-34	x	-4	-8.1	-1.3	x
52	Cc1cc(C)c2c(N)c(C(=O)NN3CC(=O)N(c4cccc(Cl)c4)CC3=O)sc2n1	0.3	-291	-48	1.5	-2	-225	-0.8	-141	0.1	-1.0	1.5
53	O=C(/C=C/c1ccc(Br)o1)Nc1nccs1	1.4	-11	-7	5.8*	-1	-6	3.5	-25	14*	0.0	1.8
54	CSc1cccc(CNC(=O)C2CCC(=O)N(CCCN3CCCC3=O)C2)c1 (stereo not given)	1.2	-2	0	-0.5	3	1	1.5	4	3.2	-0.8	0.7
55	Cc1ccc(N(CN2C(=O)c3ccccc3C2=O)C(=O)c2ccc([N+](=O)[O-])cc2[N+](=O)[O-])cc1	0.1	-1	0	1.0	0	5	0.6	-6	0.2	-1.5	1.0
56	COc1ccc(/C(N)=N/OC(=O)c2cccc([N+](=O)[O-])c2C)cc1	1.3	-4	-1	3.0	-4	0	0.4	-11	0.6	-0.7	0.1
57	CCOC(=O)c1sc2nccc(N(C)C)c2c1N=CNOCc1ccccc1	-1.6	-106	-30	-2.0	-18	-82	3.4	-98	-2.0	-2.0	0.5
58	O=C(CCCOc1ccc(Cl)cc1)Nc1cccc(C(=O)O)c1	0.2	-3	1	-1.5	0	0	-0.3	1	0.4	-1.6	-0.5
